# LDHA block: qHTS assay for inhibitors of human lactate dehydrogenase; L-lactate dehydrogenase A chain (Homo sapiens), P00338; 480,000 compounds, 0.15% hits; activity change, % (values are at about 110 or 230 µM); purified LDHA, NADH/diaphorase-resazurin fluorescence; hits give low values; in the data active means activity change below about -30%; inconclusive means mostly about -25% to -30%;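 further: plate controls were DMSO wells for no effect and wells without enzyme for full effect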
#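 LDH5 2 nM; NADH 0.06 mM, pyruvate 0.2 mM; 200 mM Tris pH 7.4, EDTA, Tween-20; 5 min RT. Detection: diaphorase 0.133 mg/mL + resazurin 37 µM, fluorescence ex540/em590 at 0 and 20 min; normalized to enzyme-free and DMSO wells.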
# GRP78 ERSR act: qHTS for Inducers of the Endoplasmic Reticulum Stress Response (ERSR) in Human Glioma: qHTS | U87-MG GRP78 promoter luciferase reporter, 16 h | Potency, µM, inactives show at the highest dose activation, most hits filed as activators | 420,000 compounds, 0.02% hits; further: potency means the concentration at half of the fitted maximal effect; series mostly up to about 76 µM; % of control where 0% means no effect; nearly all actives have a fitted effect of over 35% in size
#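 ERSR induction read as luciferase luminescence (Bright-Glo, 10 min at room temperature) in stably transfected human U87-MG glioma cells exposed to compounds for 16 h, using GRP78 as sensor.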
# mIDH1 inhibitor: qHTS for Inhibitors of mutant isocitrate dehydrogenase 1 (IDH1): qHTS; Potency, µM (series often up to 76.6 µM), without a hit: at the top dose activity change, negative = inhibition, actives largely listed as inhibitors; 390,000 compounds, 0.093% hits; Isocitrate dehydrogenase [NADP] cytoplasmic (Homo sapiens), O75874; AID 602179, 2012; IDH1-R132H enzyme, NADPH consumption, diaphorase/resazurin fluorescence; further: potency means the concentration at half of the fitted maximal effect; on the % scale 0 is the no-effect control and ±100 the full control effect; nearly all actives have a fitted effect of over 65% in size
#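 IDH1-R132H (0.5 ug/mL) preincubated 30 min with compound, then NADPH (0.016 mM) and alpha-KG (2 mM) added; 80 min at RT, pH 7.5. Remaining NADPH coupled via diaphorase/resazurin to fluorescence (540/590 nm); concentration-response curves normalized to no-enzyme control.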
# TrxR1 substrate: qHTS Assay for Substrates of Mammalian Selenoprotein Thioredoxin Reductase 1 (TrxR1): qHTS; Thioredoxin reductase 1, cytoplasmic (Rattus norvegicus), O89049; purified TrxR1 substrate turnover, NADPH consumption readout; Potency, µM (top dose mostly 114 µM), inactives show at the top dose activity change, negative = substrate turnover; 390,000 compounds, 0.01% hits; further: potency means the concentration at half of the fitted maximal effect; on the % scale 0 is the no-effect control and ±100 the full control effect; nearly all actives have a fitted effect of over 50% in size
# Target sequence (O89049 whole entry, looked up): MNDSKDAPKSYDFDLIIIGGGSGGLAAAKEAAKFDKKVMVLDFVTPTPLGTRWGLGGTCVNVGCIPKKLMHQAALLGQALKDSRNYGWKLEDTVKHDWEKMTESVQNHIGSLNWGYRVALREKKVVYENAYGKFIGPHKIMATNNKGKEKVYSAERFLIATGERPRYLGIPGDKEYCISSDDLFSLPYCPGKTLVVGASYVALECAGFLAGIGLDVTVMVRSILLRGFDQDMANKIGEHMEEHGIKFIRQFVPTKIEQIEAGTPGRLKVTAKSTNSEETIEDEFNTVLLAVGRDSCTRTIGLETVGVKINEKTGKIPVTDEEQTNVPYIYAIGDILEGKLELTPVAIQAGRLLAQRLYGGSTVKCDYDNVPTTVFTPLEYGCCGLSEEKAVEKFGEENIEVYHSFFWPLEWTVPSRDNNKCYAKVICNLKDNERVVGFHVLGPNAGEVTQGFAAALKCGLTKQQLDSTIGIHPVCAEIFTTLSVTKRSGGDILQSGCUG
#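 Rat TrxR1, dispensed at 90 nM, was prereduced with 400 uM NADPH (final) for 5 min at ~22 deg C, then incubated with compound 15 min before 400 uM selenite. A first-read NADPH fluorescence drop versus no-compound background flagged substrates.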
# RXFP1 agonist: qHTS Assay for Agonists of the Relaxin Receptor RXFP1. Relaxin receptor 1 (Homo sapiens), Q9HBX9. HEK293T-RXFP1 cAMP TR-FRET, 30 min; response scale: percent of porcine relaxin response, buffer zero. Potency, µM (series often up to 57.5 µM), for inactives: top-dose activation, actives largely listed as activators. 370,000 compounds, 0.3% hits. AID 2676, 2010; further: potency means the concentration at half of the fitted maximal effect; on the % scale 0 is the no-effect control and ±100 the full control effect; nearly all actives have a fitted effect of over 60% in size; many of its hits are not listed in these tables
#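 HEK293 cells stably expressing RXFP1, treated 30 min at 37C with compounds plus PDE4 inhibitor Ro 20174; cAMP measured by HTRF TR-FRET. Normalized to buffer and 29 nM porcine relaxin; EC50 by Hill fit.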
# Vif-APOBEC3F blk: qHTS for Inhibitors of Vif-A3F Interactions: qHTS; AID 602313, 2012; 390,000 compounds, 0.2% hits; Potency, µM (highest dose often 46.1 µM), for inactives: top-dose activity, negative = active; HeLa A3F-eYFP + Vif (tagged APOBEC3F with the HIV-1 protein that degrades it), YFP fluorescence increase; further: potency means the concentration at half of the fitted maximal effect; % of control where 0% means no effect; nearly all actives have a fitted effect of over 65% in size
#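 HeLa cells stably expressing A3F-eYFP plus Vif, plated and incubated overnight at 37 deg C, then exposed to compounds overnight at 37 deg C. Blocked degradation read as raised yellow fluorescence (Ex 488/Em 500-530).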
# USP1-UAF1 inh: Inhibitors of USP1/UAF1: Primary Screen; Ubiquitin carboxyl-terminal hydrolase 1 (Homo sapiens), O94782; recombinant USP1/UAF1, Ub-Rhodamine cleavage fluorescence; Potency, µM (doses to about 57.1 µM), inactives show at the top dose activity change, negative = inhibition, usual class: inhibitors; 390,000 compounds, 0.23% hits; AID 743255, 2014; further: potency means the concentration at half of the fitted maximal effect; on the % scale 0 is the no-effect control and ±100 the full control effect; nearly all actives have a fitted effect of over 60% in size; inactives centre near -12
#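 USP1/UAF1 complex (1 nM) preincubated 15 min at room temperature with compound, then Ub-Rho substrate (150 nM final) added. Kinetic fluorescence at 480/540 nm over 6 reads at 60 s intervals; 50 mM HEPES pH 7.8, 0.5 mM EDTA, 0.1 mg/ml BSA, 1 mM TCEP, 0.01% Tween-20.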
# Vif-APOBEC3G blk: qHTS for Inhibitors of Vif-A3G Interactions: qHTS. DNA dC->dU-editing enzyme APOBEC-3G (Homo sapiens), Q9HC16. 410,000 compounds, 0.076% hits. Potency, µM (doses to about 46.1 µM), inactives show top-dose activity, negative = active, actives largely listed as inhibitors. HeLa A3G-eYFP + Vif (tagged APOBEC3G with the HIV-1 protein that degrades it), YFP fluorescence, overnight;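 further: potency means the concentration at half of the fitted maximal effect; on the % scale 0 is the no-effect control and ±100 the full control effect; nearly all actives have a fitted effect of over 60% in size; hits raise eYFP signal because A3G escapes Vif-driven loss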
#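 HeLa cells stably expressing Vif and C-terminally eYFP-tagged A3G, seeded overnight at 37 deg C, then exposed to compound by pintool overnight at 37 deg C. Rise in yellow fluorescence (Ex 488/Em 500-530, Acumen) marks blocked Vif-driven A3G degradation.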
# PI4K2A inh: qHTS for small molecular inhibitors of PI4K2A; purified PI4K2A, ADP-Glo luminescence, 1 h; hits give low values; Phosphatidylinositol 4-kinase type 2-alpha (Homo sapiens), Q9BTU6; activity change, negative = inhibition, % at 76.9 µM; 420,000 compounds, 0.13% hits; in the data active means activity change below about -50%; inconclusive means mostly about -30% to -49%;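 further: -100% = wells without enzyme as full effect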
# Target sequence (Q9BTU6 whole entry, looked up): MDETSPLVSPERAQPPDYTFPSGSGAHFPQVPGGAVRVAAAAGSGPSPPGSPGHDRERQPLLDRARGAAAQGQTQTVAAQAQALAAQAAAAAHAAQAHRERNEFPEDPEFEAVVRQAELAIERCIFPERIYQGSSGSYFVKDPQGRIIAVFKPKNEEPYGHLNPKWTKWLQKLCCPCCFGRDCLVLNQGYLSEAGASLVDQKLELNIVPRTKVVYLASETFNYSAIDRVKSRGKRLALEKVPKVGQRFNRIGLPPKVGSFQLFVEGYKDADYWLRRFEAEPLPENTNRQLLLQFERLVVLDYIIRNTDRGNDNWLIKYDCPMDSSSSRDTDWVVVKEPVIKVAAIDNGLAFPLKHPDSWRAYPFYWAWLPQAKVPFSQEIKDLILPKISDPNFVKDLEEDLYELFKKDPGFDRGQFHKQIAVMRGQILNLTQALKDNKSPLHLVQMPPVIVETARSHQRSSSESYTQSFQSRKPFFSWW
#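 In this quantitative HTS, ADP production by PI4K2A was quantified luminescently after 1 h at ambient temperature; 100 microM adenosine served as plate-quality control.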
# Active calls of the source: *; ? = inconclusive; nt = no result given; & = joins results of further samples; [ ] = another dose, or the depositor's remark. Unless noted, the call rests on the fitted dose curve; in most records, active means well fitted curve in the direction sought with a large enough effect; inconclusive means small, poorly fitted or top-dose-only effect, or another doubt; inactive means no such curve, though single readings can be large; an effect the other way counts as inactive or inconclusive. Not all compounds are listed (hit frequency here may not be typical).
# Sequence of screens: TrxR1 substrate	PI4K2A inh	RXFP1 agonist	USP1-UAF1 inh	mIDH1 inhibitor	GRP78 ERSR act	Vif-APOBEC3G blk	LDHA block	Vif-APOBEC3F blk
CN(Cc1cccnc1)C(=O)c1cc(S(=O)(=O)Nc2ccccc2F)ccc1Cl
  -6%	2	0.4%	-20%	6%	-4%	5%	-5	8%
CCC(C)CCCCNC1=NCCS1 (stereo not drawn)
  13%[57.1 µM]	4	-0.2%	-16%	2%	-5%	-1%	-6	-15%
CCNC(=S)NC1CC2CCCC(C1)N2Cc1ccc(C)cc1 (stereo not drawn)
  8%	1	1.8%	-6%	12%	0%	5%	0	-2%
COc1ccc(CC(=O)Nc2cccc(-c3ccc4nncn4n3)c2)cc1OC
  -1%	-9	3.9%	-19%	3%	-2%	5%	2	1%
Cc1c(-c2ccccc2)sc2nc[nH]c(=S)c12
  5%[57.1 µM]	4	20%	-7%	-5%	1%	2%	-8	9%
C=CCOc1ccc(CNc2ccc(NC(=O)CC(C)C)cc2)cc1OC
  -4%	-2	1.7%	1%	4%	-2%	1%	5	4%
NC(=O)c1ccc(NC(=O)c2cccc3c2OCCCO3)cc1
  9%[57.1 µM]	-2	3.8%	-25%	2%	-8%	0%	-3	2%
CCCC(=O)Nc1ccccc1-c1nnc(SCC)[nH]c1=O
  -6%	2	-0.6%	-11%	4%	9%	1%	-17	0%
O=C1OC(c2ccc3ccccc3c2O)(c2ccc3ccccc3c2O)c2ccccc21
  21%[2.29 µM]	4	nt	?	19%	14%	?	45	?
COc1ccc(C(=O)Oc2c(C)occc2=O)cc1OC
  -8%[57.1 µM]	-7	1.3%	-16%	9%	-4%	-3%	0	3%
O=C(NCc1nc2ccccc2[nH]1)C1=C[C@@H](c2ccccc2)C[C@@H](OCc2ccc(CO)cc2)O1
  -2%	-4	1.4%	?	1%	-1%	-4%	-10	-1%
CCOC(=O)C1(Cc2ccccc2C(F)(F)F)CCN(Cc2ccon2)CC1
  17%[0.0914 µM]	-1	-0.5%	-20%	14%	-1%	2%	-3	1%
Cc1nn(CCCC(=O)NCc2ccc(F)cc2)c(C)c1[N+](=O)[O-]
  -5%	8	2.3%	-17%	7%	-2%	2%	-3	11%
O=C1C=C(c2ccccc2)C(=O)N1Nc1ccccc1
  12%	17	0.6%	-6%	7%	-14%	?	-2	6%
CN(C(=O)CN1C(=O)c2ccc([N+](=O)[O-])cc2C1=O)C1CCCCC1
  6%[11.4 µM]	-3	nt	-7%	1%	-1%	1%	-1	-24%

# Continued; it opens with the five that closed the last part.
# Sequence of screens: TrxR1 substrate	PI4K2A inh	RXFP1 agonist	USP1-UAF1 inh	mIDH1 inhibitor	GRP78 ERSR act	Vif-APOBEC3G blk	LDHA block	Vif-APOBEC3F blk
O=C(NCc1nc2ccccc2[nH]1)C1=C[C@@H](c2ccccc2)C[C@@H](OCc2ccc(CO)cc2)O1
  -2%	-4	1.4%	?	1%	-1%	-4%	-10	-1%
CCOC(=O)C1(Cc2ccccc2C(F)(F)F)CCN(Cc2ccon2)CC1
  17%[0.0914 µM]	-1	-0.5%	-20%	14%	-1%	2%	-3	1%
Cc1nn(CCCC(=O)NCc2ccc(F)cc2)c(C)c1[N+](=O)[O-]
  -5%	8	2.3%	-17%	7%	-2%	2%	-3	11%
O=C1C=C(c2ccccc2)C(=O)N1Nc1ccccc1
  12%	17	0.6%	-6%	7%	-14%	?	-2	6%
CN(C(=O)CN1C(=O)c2ccc([N+](=O)[O-])cc2C1=O)C1CCCCC1
  6%[11.4 µM]	-3	nt	-7%	1%	-1%	1%	-1	-24%
N#CC1=C(N)Oc2c(sc3ccccc23)C1c1ccco1 (stereo not drawn)
  10%[57.1 µM]	-12	1.3%	-24%	4%	-5%	11µM*	8	?
O=C(NCc1cccc(C(F)(F)F)c1)c1csc([C@@H]2C[C@H](O)[C@@H](CO)O2)n1
  nt	-2	nt	nt	nt	-4%	-5%	-2	nt
CCn1c(=O)c(CCC(=O)N2CCN(c3ccccn3)CC2)c(C)c2c(C)nn(-c3ccccc3)c21
  -2%	7	-0.1%	-17%	5%	-2%	1%	-2	-7%
O=[N+]([O-])c1ccc(CSc2ccc(S(=O)(=O)N3CCOCC3)cn2)cc1
  -8%	1	1.8%	-18%	7%	0%	-4%	-6	-5%
CCN1C(=O)[C@@H]2[C@@H](c3ccc(-c4cc(C(C)=O)cs4)cc3)N3CCC[C@@]3(C(=O)OC)[C@@H]2C1=O
  8%	-4	nt	-2%	-10%	0%	-5%	-3	0%
O=C(N/N=C/c1ccc(Br)s1)c1cccc([N+](=O)[O-])c1
  -6%	-2	-0.4%	-3%	2%	-3%	1%	-13	-5%
Cc1ccc(-n2nc3c(=O)n(CC(=O)NCCc4ccc(Cl)cc4)nc(C)c3c2C)cc1
  1%	-1	4.0%	-18%	-9%	-3%	-10%	-3	12%
CCOc1c(C)cnc2c1c(=O)n(Cc1cccc(Cl)c1)c(=O)n2C
  4%	-9	1.7%	-18%	2%	-5%	3%	0	-14%
O=C(CN1C(=O)NC2(CCCCC2)C1=O)N1CCN(S(=O)(=O)c2ccccc2)CC1
  3%	0	0.4%	-12%	19%	-2%	4%	-4	8%
CC(=O)Nc1c(-c2ccc(Cl)cc2)c(=O)c2ccccc2n1C
  8%[57.1 µM]	3	0.2%	-4%	3%	0%	0%	-3	?
CC(=O)N1c2ccc(S(=O)(=O)N3CCCC3C(=O)NCc3ccccc3Cl)cc2CC1C (stereo not drawn)
  10%	-1	1.2%	-20%	8%	-4%	-9%	3	-3%
O=C(O)c1nn(-c2ccccc2)ccc1=O
  -3%	-17	-3.0%	-11%	-1%	-5%	-9%	2	3%
C=CCNC(=O)c1onc(CS(=O)(=O)c2cc(C)cc(C)c2)c1C(=O)NCC=C
  0%	-1	2.1%	-27%	4%	-5%	0%	0	-1%
Cc1ccc2c(c1)N(C(=O)Nc1cccc3c1CCCC3)CCO2
  3%	-2	13%	-13%	-12%	-5%	3%	5	-5%
Cc1ccc(SCCC(=O)OCC(=O)NCC2CCCCC2)cc1
  0%[57.1 µM]	-1	0.7%	-33%	0%	-1%	-3%	1	-6%
CCN1CCN(c2ccc(N3CCN(C(=O)c4ccc(Br)o4)CC3)nn2)CC1
  33%[activator]	-5	2.9%	-16%	6%	-1%	4%	-5	14%
COc1ccc(CNC(=O)C[C@H]2C[C@H](C(=O)N(C(C)C)C(C)C)[C@@]3(C)c4[nH]c5cc(CCC(=O)N(C)C)ccc5c4CCN3C2=O)cc1OC
  -1%	-1	nt	-5%	27%	0%	0%	-6	9%
CC1(Cc2ccc(Cl)s2)C(=O)Nc2c(Cl)ccc(Cl)c21 (stereo not drawn)
  nt	-8	nt	nt	nt	-1%	-7%	-8	nt
CC1CCN(C(=O)C2c3ccccc3C(=O)N3CCc4ccccc4C23)CC1 (stereo not drawn)
  7%[57.1 µM]	-8	-1.9%	-2%	4%	-3%	1%	-7	-6%
Cc1ccc(OCCN2C(=O)c3ccccc3C2=O)c(C)c1
  -22%	1	0.4%	-13%	6%	3%	-1%	2	2%
COC(=O)Cc1c(C)c2ccc(OCC(=O)N(C)C3CCS(=O)(=O)C3)cc2oc1=O (stereo not drawn)
  234%[activator]	-2	1.3%	-6%	-7%	-6%	1%	-1	-4%
CC(NO)C(C)(C)NO (stereo not drawn)
  10%	3	0.3%	-13%	0%	-4%	-2%	-2&10	-7%
O=C(NC(=S)NCc1cccnc1)c1ccccc1[N+](=O)[O-]
  -5%	2	6.4%	-13%	-5%	-6%	-19%	-4	-12%
COc1ccc(-c2nc(C)c(CCNC(=O)c3cc(OC)c(OC)c(OC)c3)s2)cc1OC
  13%[57.1 µM]	-2	11%	-25%	-3%	-1%	-3%	0	8%
CC(=O)c1ccc(S(=O)(=O)Oc2ccc(-c3ccc(C(=O)O)cc3)cc2)cc1
  3%	5	0.3%	-21%	-8%	2%	6%	-13	1%

# Compound activity: PubChem, National Center for Advancing Translational Sciences (NCATS)
